Source: PubChem BioAssay (The Scripps Research Institute Molecular Screening Center)
OXTR agonist = activates the human oxytocin receptor; CHO-OTR cells, Fluo-8 calcium fluorescence; normalized: DMSO 0%, oxytocin 100%; activation, % at 3 µM; hit rate 0.32% among 320,000;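 active means activation above the mean of all tested compounds plus 3 SD, cutoff set per screening run, cut at about 20% in these data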;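 further: peak over basal fluorescence ratio from a 100 s FLIPR kinetic read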
GPR7 antag = blocks human GPR7 receptor signaling; inhibition, % at 4.4 µM; hit rate 1.1% among 290,000; GPR7-expressing cells, fluorescence antagonist assay; P48145; AID 1861; in the data active means inhibition above about 16%, passing the limit was not always enough;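 further: cells stimulated with the agonist NPW; 0% = agonist with vehicle and 100% = vehicle without agonist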
Target sequence (P48145 whole entry, looked up): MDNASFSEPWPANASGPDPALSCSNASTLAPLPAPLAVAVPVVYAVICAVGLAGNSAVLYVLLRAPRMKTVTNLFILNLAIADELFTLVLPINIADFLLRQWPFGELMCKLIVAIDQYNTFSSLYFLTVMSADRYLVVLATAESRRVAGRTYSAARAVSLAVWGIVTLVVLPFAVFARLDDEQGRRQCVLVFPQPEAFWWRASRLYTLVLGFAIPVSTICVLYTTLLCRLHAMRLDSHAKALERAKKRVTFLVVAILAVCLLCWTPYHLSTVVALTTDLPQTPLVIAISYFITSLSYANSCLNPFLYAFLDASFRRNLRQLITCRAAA
OXTR potentiator = potentiates the human oxytocin receptor response; P30559; CHO-OTR cells, Fluo-8 calcium fluorescence, potentiator mode; 0% = oxytocin EC15, 100% = EC100; activation, % at 3 µM; hit rate 0.061% among 320,000; AID 2445;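 active means activation above that plate's cutoff, the mean activation of tested compounds plus 3 SD, cut at about 6.6% in these data, passing the limit was not always enough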;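 further: 100% uses oxytocin at 75 nM as the full agonist control; some results filed as inactive read as strong as hits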
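Material: CHO-OTR cells, human receptor; compound dosing: single dose, 3.0 µM nominal final compound concentration; schedule: 6 min compound pre-incubation at room temperature, 100 s kinetic read; measured by: kinetic Fluo-8 calcium fluorescence; read-out basis: % activation vs EC15 and EC100 oxytocin; controls: EC15 oxytocin alone as 0%, 75 nM oxytocin as 100%; replicates: singlicate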
V1aR counter = V1a receptor agonism, counter-screen for OXTR agonists. CHO-V1R cells, Fluo-8 calcium fluorescence, agonist mode; 0% DMSO, 100% 3 nM vasopressin. AID 2797. activation, % at 3 µM. P37288. hit rate 0.25% among 320,000;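 active means activation above the mean activation of all tested compounds plus 3 SD, per screening run, cut at about 20% in these data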;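 further: signal is peak over basal fluorescence ratio across a 100 second FLIPR read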
Target sequence (P37288 whole entry, looked up): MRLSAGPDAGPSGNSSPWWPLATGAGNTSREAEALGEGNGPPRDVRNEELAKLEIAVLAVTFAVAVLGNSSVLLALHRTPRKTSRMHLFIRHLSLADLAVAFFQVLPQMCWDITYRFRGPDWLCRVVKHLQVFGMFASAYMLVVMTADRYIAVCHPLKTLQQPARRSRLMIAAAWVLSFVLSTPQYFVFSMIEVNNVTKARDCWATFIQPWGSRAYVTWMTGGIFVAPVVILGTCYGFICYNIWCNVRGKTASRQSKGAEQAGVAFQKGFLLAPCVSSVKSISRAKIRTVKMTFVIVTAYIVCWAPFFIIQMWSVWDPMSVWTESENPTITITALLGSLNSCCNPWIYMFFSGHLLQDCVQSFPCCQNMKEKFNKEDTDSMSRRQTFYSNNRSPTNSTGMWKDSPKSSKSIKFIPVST
CHO-K1 Ca antag = counter-screen for M1 antagonists: effect in parental CHO-K1 cells. ATP-induced calcium, Fluo-8 fluorescence. inhibition, % at 3 µM. hit rate 0.6% among 360,000. AID 602250;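 active means inhibition above a per-plate cutoff, the plate's mean sample inhibition plus 3 SD, cut at about 24% in these data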;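 further: 0% = DMSO plus EC80 ATP and 100% = DMSO alone without ATP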
TAAR1 antag = antagonists of human TAAR1 | CHO RD-HGA16 TAAR1, Fluo-8 calcium fluorescence, antagonist | hit rate 1.5% among 360,000 | Q96RJ0 | AID 624466 | inhibition, % at 3 µM;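 active means inhibition above a per-plate cutoff, the mean inhibition of test compounds on that plate plus 3 SD, cut at about 49% in these data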;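 further: 0% = DMSO plus EC80 beta-PEA response and 100% = DMSO alone without agonist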
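Test system: hTAAR1-expressing CHO RD-HGA16 cells, Gα16-coupled; Probe or stimulus: EC80 β-phenethylamine stimulus; Compound dosing: single nominal final test compound concentration of 3 µM; Timing: 140 s kinetic read after compound, 140 s after agonist; Signal: Fluo-8 calcium-sensitive fluorescence; Measure: % inhibition of agonist calcium response; Controls: DMSO and EC80 PEA controls.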
M1 PAM parental = counter-screen for M1 PAMs: effect in parental CHO-K1 cells; ATP EC20, Fluo-8 calcium fluorescence; 0% at ATP EC20, 100% at ATP max; hit rate 0.02% among 360,000; activation, % at 3 µM;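 active means activation above the run cutoff, the mean activation of all test compounds plus 3 SD, cut at about 40% in these data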;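 further: peak over basal fluorescence ratio in a 140 s read after ATP addition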
M1 ag parental = counter-screen for M1 agonists: effect in parental CHO-K1 cells | hit rate 0.48% among 360,000 | AID 602248 | Fluo-8 calcium fluorescence; scaled to maximal ATP response, vehicle zero | activation, % at 3 µM; in the data active means activation above about 15%;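 further: untransfected CHO-K1 host cells lacking M1 receptor as counterscreen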
CHO parental Ca = counter-screen for OX1R antagonists: effect in parental CHO cells; parental CHO-K1, ATP-induced calcium, Fluo-8 fluorescence; hit rate 0.63% among 330,000; inhibition, % at 5.6 µM;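 active means inhibition above that plate's mean sample inhibition plus 3 SD, cut at about 26% in these data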;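 further: 0% = ATP-challenged DMSO wells and 100% = DMSO wells without ATP; some compounds past the cut are filed as inactive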
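Test system: untransfected parental CHO cell line; also added: ATP stimulus; dosing: 5.6 µM, single dose; signal: calcium-sensitive Fluo-8 fluorescence; measure: percent inhibition of ATP-evoked calcium rise, normalized to controls; benchmarks: low control ATP plus DMSO, high control DMSO only; replication: one well per compound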
Active calls of the source: *; nt = no result given.

SMILES	OXTR agonist	GPR7 antag	OXTR potentiator	V1aR counter	CHO-K1 Ca antag	TAAR1 antag	M1 PAM parental	M1 ag parental	CHO parental Ca
O=S(=O)(Nc1cc(S(=O)(=O)N2CCOCC2)ccc1O)c1ccc2c(c1)OCCCO2	0.3	nt	1	1.6	-5	6	14	1.6	-11
CCN(CC)NC(=O)Nc1ccccc1	0.1	-9	-6	0.7	-2	-3	8	0.2	-14
O=C(O)c1cccc(NS(=O)(=O)c2ccc(C3CCCCC3)cc2)c1	1.2	15	-3	2.3	5	nt	19	0.9	-8
Cc1cccc2cc(C#N)c(SCC(=O)NNC(=O)Cc3ccccc3)nc12	0.0	-3	-3	-1.0	4	-9	14	-0.1	3
COc1ccc(CN(C(=O)/C=C/c2ccco2)C2CCS(=O)(=O)C2)cc1 (stereo not drawn)	-0.5	-13	-14	1.1	-3	1	-16	0.2	-20
CCCN(CCC)CCNc1c(N2CCN(C(=O)OCC)CC2)c(=O)c1=O	0.4	-7	-7	0.3	-5	nt	7	0.4	1
Brc1ccc(-c2nnc3sc(CN4CCN(c5ccccc5)CC4)cn23)cc1	-0.3	-13	-9	-0.4	-9	nt	20	0.5	-5
O=C(O)c1cn(C2CCCCC2)c2ccccc2c1=O	2.6	-14	-3	0.6	0	-19	6	0.9	-21
CCOc1ccccc1NC(=S)N(CCC(C)C)C1CCN(C(C)=O)CC1	3.5	-15	-5	0.3	-11	1	10	-0.5	-15
CC(C)(C)OC(=O)NCCCCCNC(=O)c1nc[nH]c1C(=O)NCCCCCNC(=O)OC(C)(C)C	2.6	nt	-9	5.2	18	69*	-22	11	-9
Cc1cc(C)cc(C(=O)NCC(=O)OCC(=O)NC2CC2)c1	-0.3	nt	-1	2.3	-6	-7	14	0.1	-2
COc1ccc2nc(N)sc2c1	0.5	-13	1	0.3	-10	4	16	-0.3	5
Nc1ccccc1SC(CC(=O)c1ccccc1)c1ccc([N+](=O)[O-])cc1 (stereo not drawn)	nt	nt	nt	nt	-3	9	-18	0.2	nt
O=C(NCc1ccncc1)C(=O)N/N=C/c1ccc(OCc2ccccc2)cc1	-1.3	-11	1	-1.0	-4	-10	7	-0.7	-4
COc1ccc(C2=CC(=O)C[C@H](c3ccc4c(c3)OCO4)C2)cn1	-0.1	nt	-4	0.6	-22	-2	10	1.0	-9
CCCS(=O)(=O)c1cnc(C2COc3ccccc3O2)nc1N (stereo not drawn)	-1.0	-11	-10	3.5	3	10	3	1.3	-3
COC(=O)CSCC(=O)Nc1nnc(-c2cccc(C)c2)s1	1.1	-1	-10	1.1	6	-7	-4	0.6	3
O=C(Cn1cnc2ccccc21)Nc1cccc([N+](=O)[O-])c1	2.1	-2	-12	2.1	-11	16	14	5.9	-12
CCCc1ccc(Oc2coc3cc(OCC(=O)Nc4ccccc4C)ccc3c2=O)cc1	0.3	-10	7	1.0	-10	11	17	1.3	-7
Cc1ccccc1OCC(=O)Nc1nc(C)c(C(=O)N(C)C)s1	-0.4	-15	-8	0.1	8	8	-10	0.3	1
Cc1ccc(N(Cc2ccco2)C(=O)c2ccc(N3CCCCC3)c([N+](=O)[O-])c2)cc1	-1.3	9	-19	-0.1	25*	-18	-15	-1.0	-13
COc1ccc(NC(=O)CSc2nnc(-c3ccoc3C)n2CCc2ccccc2)cc1	-1.0	17	-20	1.1	-12	13	19	0.8	-31
CCOC(=O)C1=C(C)OC(N)=C(C#N)C1c1ccc(OC)c(C)c1OC (stereo not drawn)	0.7	-3	1	-0.8	-1	-7	11	0.6	-10
CCCCNC(=O)[C@H]1C[C@H]1[C@@H](O)[C@H](CO)NC(=O)[C@H](CC(C)C)NC(=O)OC(C)(C)C	0.4	-9	-4	1.4	-6	nt	-2	0.2	-9
COc1ccc(OC)c(-c2csc(NC(=O)CSc3nnnn3C)n2)c1	0.9	nt	1	0.1	-7	-11	2	0.8	-14
CCc1ccc(C(=O)Nc2cccc(-c3nn[nH]n3)c2)s1	-0.5	-11	-8	-0.1	0	-19	-22	0.1	-3
COc1ccc(NS(=O)(=O)c2ccc(Cl)c(NC(=O)c3cccnc3Cl)c2)cc1	7.3	-1	-8	6.7	-9	-13	13	5.2	-8
CCOC(=O)COc1ccccc1/C=N/Nc1nnc2c3ccccc3n(C)c2n1	-0.9	nt	-1	0.6	3	8	8	11	-18
CCOC(=O)C1=C(C)N=C2c3ccccc3C(=O)C2C1c1ccccc1 (stereo not drawn)	-1.7	-16	-1	-1.4	-1	4	2	0.7	-28
COc1ccc(C(CNC(=O)c2ccc(-n3cnnn3)cc2)N2CCOCC2)cc1 (stereo not drawn)	0.8	4	2	1.8	5	18	-9	-0.4	-7
COc1cc2cc(CN(CCCN3CCOCC3)C(=O)Nc3ccccc3F)c(=O)[nH]c2cc1OC	-0.1	-1	-6	0.2	-20	5	19	0.2	1
CCC(C)(C)NC(=O)COc1ccc(C(=O)c2ccccc2)cc1	9.9	-4	-15	10	12	-15	-14	0.0	-3
COc1ccccc1NC(=O)Cc1noc(CSc2nnc(C(F)(F)F)n2C)n1	-0.1	-3	-2	-0.4	1	4	4	0.0	-12
Cc1cc(Cl)ccc1OC(C)C(=O)NN1C(=O)c2ccccc2C1=O (stereo not drawn)	0.8	-2	-3	0.8	-12	-6	4	1.1	-26
CCC1COCCS(=O)(=O)N1Cc1cccc(Cl)c1 (stereo not drawn)	-0.5	-5	-3	-0.5	-4	6	4	2.0	-12
Nc1nc(N2CCOCC2)n[nH]1	nt	3	nt	nt	5	11	1	-0.4	nt
S=C(NCc1ccccc1)NCc1ccccc1Cl	nt	3	nt	nt	7	4	-11	1.4	nt
Cc1ccc(-c2cc(C(=O)Nc3cccc(S(=O)(=O)N(C)C)c3)c3ccccc3n2)o1	6.8	0	-15	4.6	-3	58*	12	5.3	3
COC(=O)c1cn(Nc2ncc(C(F)(F)F)cc2Cl)c(=O)c2ccccc12	-1.8	-9	-9	-0.5	2	13	19	6.2	-33
Cc1ccc(C2=NN=C(NC(=O)CSc3nc(C)cc(C)n3)SC2)cc1	-1.9	14	-9	-0.7	nt	-7	nt	nt	-18
C=CCn1c(SCC(=O)NC2CCCC2)nnc1-c1cccnc1	0.3	-2	-6	-0.1	-2	-9	-15	0.3	-2
COC(=O)c1cccc(CSc2nnc(C)s2)c1	0.1	-12	2	-0.5	-2	-11	13	0.2	-4
O=C(/C=C/c1ccc(F)cc1)N1CCN(c2ncccn2)CC1	0.5	-6	-3	-0.3	11	-3	-3	-0.1	6
CC(/C=N\N1CCN(c2ccc(Cl)cc2)CC1)=C\c1ccccc1	1.1	-9	-15	-1.0	-5	4	-2	0.4	17
COc1cccc(-c2c(C#N)c(SC)nc3cc(C)nn23)c1	-1.3	-18	-7	-0.6	-8	1	10	0.4	-8
O=C(COC(=O)c1ccc([N+](=O)[O-])s1)NC(=O)NCc1ccccc1	1.7	9	-16	1.8	-1	4	23	0.8	-7
COC(=O)c1sc(N)c(C(=O)OC)c1CSc1nnnn1C	-0.8	-12	-10	-0.5	-10	-24	17	0.3	-22
CCOC(=O)N1CCN(C(=O)C2CCN(S(=O)(=O)c3ccc(Br)s3)CC2)CC1	1.6	0	-9	1.8	-15	-5	18	1.9	-21
COc1ccc(CCn2c(C)cc(C(=O)CN3C(=O)C(=O)N(C4CCCC4)C3=O)c2C)cc1OC	nt	nt	nt	nt	-2	19	-14	3.1	nt
O=C(NC1CC1)C1=C[C@@H](c2ccc(Br)cc2)C[C@@H](OCc2ccc(CO)cc2)O1	0.7	nt	-5	0.4	-4	12	-1	0.0	-15
Remaining list, next part:
SMILES	OXTR agonist	GPR7 antag	OXTR potentiator	V1aR counter	CHO-K1 Ca antag	TAAR1 antag	M1 PAM parental	M1 ag parental	CHO parental Ca
CN(C)S(=O)(=O)Oc1ccc(Cl)cc1C(=O)Nc1cccc(C(F)(F)F)c1	-2.4	-4	-30	0.1	5	8	-8	0.3	-17
NC(=O)C1CCN(Cc2ccc(OCc3ccccc3)cc2)CC1	1.5	-8	4	0.7	3	-12	8	0.5	-4
Cc1ccc(Cn2c(SC(C)C(N)=O)nc3ccccc3c2=O)cc1 (stereo not drawn)	0.5	-9	-4	2.4	2	-9	10	1.2	-12
COC(=O)c1ccccc1OCc1cc(=O)oc2ccc(C)cc12	nt	nt	nt	nt	-10	3	20	0.7	nt
COC(=O)[C@H](Cc1ccccc1)NC(=O)CC[C@H]1O[C@@H](n2ccc(=O)[nH]c2=O)[C@H](O)[C@@H]1O	nt	nt	nt	nt	-24	-1	25	0.9	nt
COc1cc(Cl)c(C)cc1NC(=O)CN1C(=O)C2CCCCC2C1=O (stereo not drawn)	0.9	nt	-5	1.1	-3	1	-6	-0.2	-8
Cc1nc(NCc2ccc3c(c2)OCO3)c2nnn(Cc3ccccc3)c2n1	-1.7	9	-2	0.2	-24	19	14	0.2	-5
COc1ccc([N+](=O)[O-])cc1NC(=O)C1CCCN1S(=O)(=O)c1cccs1 (stereo not drawn)	1.3	nt	0	-0.8	2	-10	-14	0.2	-22
